HTRA1 inh = HTRA1 (human) protease inhibition. recombinant HTRA1, FP-rhodamine activity-based probe, fluorescence polarization. inhibition, % at 5.96 µM. 0.5% of 340,000 active. AID 504803; in the data active = inhibition above about 36%;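 note: 0% = enzyme with DMSO and 100% = wells lacking enzyme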
Target sequence (Q92743 whole entry, looked up): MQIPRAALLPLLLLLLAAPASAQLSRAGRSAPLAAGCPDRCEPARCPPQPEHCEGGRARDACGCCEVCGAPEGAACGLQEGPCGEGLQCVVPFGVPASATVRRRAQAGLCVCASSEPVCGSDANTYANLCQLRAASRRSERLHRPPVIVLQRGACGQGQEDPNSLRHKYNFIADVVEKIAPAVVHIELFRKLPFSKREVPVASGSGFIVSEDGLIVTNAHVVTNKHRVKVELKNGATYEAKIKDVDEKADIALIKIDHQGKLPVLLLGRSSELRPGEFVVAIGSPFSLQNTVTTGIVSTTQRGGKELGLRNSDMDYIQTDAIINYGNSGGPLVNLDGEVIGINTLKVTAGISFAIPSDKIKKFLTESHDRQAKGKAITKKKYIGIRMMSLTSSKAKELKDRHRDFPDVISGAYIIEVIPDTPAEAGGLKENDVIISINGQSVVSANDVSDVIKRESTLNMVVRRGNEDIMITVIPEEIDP
NR1D1 modulator = modulators of human Rev-erb alpha DNA binding. Rev-erbα–FITC-DNA binding, fluorescence polarization, 90 min. activity, % at 10 µM. 0.79% of 370,000 active. P20393;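 active = activity above about 14%, limit read from the data; passing the limit was not always enough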;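 note: 0% = DMSO wells with 35 nM protein and 100% = DMSO wells with 750 nM protein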
Target sequence (P20393 whole entry, looked up): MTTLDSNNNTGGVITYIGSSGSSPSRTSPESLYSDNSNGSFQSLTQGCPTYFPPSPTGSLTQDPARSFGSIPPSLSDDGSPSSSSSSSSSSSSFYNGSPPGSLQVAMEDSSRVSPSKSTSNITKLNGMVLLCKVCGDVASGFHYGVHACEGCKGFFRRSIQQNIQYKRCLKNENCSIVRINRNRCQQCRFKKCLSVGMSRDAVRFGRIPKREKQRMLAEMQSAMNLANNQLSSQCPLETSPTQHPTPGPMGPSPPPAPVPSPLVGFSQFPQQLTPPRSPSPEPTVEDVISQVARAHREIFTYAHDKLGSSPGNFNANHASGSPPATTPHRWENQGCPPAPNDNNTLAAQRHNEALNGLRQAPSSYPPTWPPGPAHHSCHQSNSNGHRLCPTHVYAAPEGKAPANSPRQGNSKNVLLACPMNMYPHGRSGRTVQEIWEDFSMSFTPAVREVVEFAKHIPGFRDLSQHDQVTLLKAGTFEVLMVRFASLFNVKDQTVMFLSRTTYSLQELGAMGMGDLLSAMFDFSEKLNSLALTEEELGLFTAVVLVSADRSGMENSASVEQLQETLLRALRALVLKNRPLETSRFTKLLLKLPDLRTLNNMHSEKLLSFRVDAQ
Starred values were filed as active, the others as inactive; nt = no result given. An excerpt; rates above refer to the full screens.

compound | HTRA1 inh | NR1D1 modulator
Cn1nnnc1SCC1=C(C(=O)O)N2C(=O)[C@H](NC(=O)C(O)c3ccccc3)C2SC1 (stereo partly specified) | nt | 0
Nc1nnc(C(=O)c2ccccc2N)s1 | 5 | -4
O=C1CSC(c2ccccc2)N1c1nc(-c2ccc(Cl)cc2Cl)cs1 (stereo unspecified) | 1 | -2
CC(C)CNC(=O)c1cc(-c2ccc(Br)cc2)on1 | 1 | -1
O=C(Nc1cccc2ncccc12)C(Cl)(Cl)Cl | 1 | -4
Cc1cc2nc(-c3ccc(SCC(=O)N4CCc5ccccc54)nc3)[nH]c2cc1C | -17 | -1
C=CCN1C(=O)C2(/C(=C(\O)c3ccc4c(c3)OCCO4)C(=O)C(=O)N2CCCOC)c2ccccc21 (stereo unspecified) | 6 | -5
CC(C)c1ccc(OCc2ccc(C(=O)O)o2)cc1 | 5 | 1
Cc1ccccc1-n1c(-c2cccnc2)n[nH]c1=S | 0 | 4
CCCC(O)(CCC)C(=O)NN1CCCCC1 | 2 | -1
CCOc1ccc(NC(=S)N(Cc2ccc(N(C)C)cc2)Cc2ccco2)cc1 | -10 | -2
CCOC(=O)N1CCN(Cc2nc(-c3ccc(OC)cc3)no2)CC1 | 2 | 0

Copied from the list.
`CCCC(O)(CCC)C(=O)NN1CCCCC1` @ HTRA1 inh = 2
`O=C1CSC(c2ccccc2)N1c1nc(-c2ccc(Cl)cc2Cl)cs1` (stereo unspecified) @ NR1D1 modulator = -2
`Cn1nnnc1SCC1=C(C(=O)O)N2C(=O)[C@H](NC(=O)C(O)c3ccccc3)C2SC1` (stereo partly specified) @ NR1D1 modulator = 0
`Nc1nnc(C(=O)c2ccccc2N)s1` @ NR1D1 modulator = -4

(next part)
compound | HTRA1 inh | NR1D1 modulator
O=S(=O)(NC1CCCC1)c1ccc(S(=O)(=O)N2CCCN(Cc3ccccc3)C2)cc1 | -12 | 2
COc1ccc(CNC(=O)c2cc(-c3ccccc3OC)on2)cc1 | -29 | -3
Nc1ccc2oc(-c3cc(Br)ccc3Cl)nc2c1 | -1 | 4
Cc1ccc(NC(=O)C2CC(=O)N/C(=N/N=C/c3ccco3)S2)cc1C (stereo unspecified) | 1 | 1
C[C@@H](N)C(=O)NC[C@H]1O[C@@H](n2cnc3c(N)ncnc32)[C@H](O)[C@@H]1O | 8 | -2
NS(=O)(=O)c1ccc(CNC(=O)NC23CC4CC(CC(C4)C2)C3)cc1 | -2 | 0
COC(=O)c1cc(OC)c(OC)cc1NC(=O)c1c(-c2ccccc2)noc1C | -8 | 2
CN(C)CCNc1oc(COc2ccc(-c3ccccc3)cc2)nc1C#N | 1 | -7
COc1ccc(N2CCN(CCNC(=O)C3CCN(S(=O)(=O)c4cccs4)CC3)CC2)cc1 | 2 | 3
CCC1CCCCN1Cc1ccc(OC)c(OC)c1 (stereo unspecified) | 0 | 4
O=C(NC1CCSC1=O)c1ccc(Cl)cc1 (stereo unspecified) | 1 | -1
O=C(Cn1c(SCC(=O)N2CCCc3ccccc32)nc2ccccc21)N1CCCC1 | -4 | 1

A draw from above in order of SMILES length, largest number first:
compound | HTRA1 inh | NR1D1 modulator
C[C@@H](N)C(=O)NC[C@H]1O[C@@H](n2cnc3c(N)ncnc32)[C@H](O)[C@@H]1O | 8 | -2
O=S(=O)(NC1CCCC1)c1ccc(S(=O)(=O)N2CCCN(Cc3ccccc3)C2)cc1 | -12 | 2
CCC1CCCCN1Cc1ccc(OC)c(OC)c1 (stereo unspecified) | 0 | 4

Next section.
compound | HTRA1 inh | NR1D1 modulator
Cc1nc(SC2C=CS(=O)(=O)C2)n[nH]1 (stereo unspecified) | 1 | 1
CCn1cc([N+](=O)[O-])c(C(=O)Nc2nc(-c3ccc(C)c(C)c3)c(C)s2)n1 | 3 | -4
O=C(CSc1nc(O)cc(=O)n1-c1ccccc1)N1CCCCC1 | 3 | -7
Cc1nc2cc(-c3cccs3)[nH]n2c(=O)c1C | 2 | -3
COc1ccc(CNC2CCCCC2C)c(OC)c1 (stereo unspecified) | 4 | 2
O=C(NCCc1nc2ccccc2[nH]1)c1ccc(F)cc1 | -7 | 2
COc1cc2c(cc1NC(=O)CSc1nnc(Cc3cccs3)n1Cc1ccco1)oc1ccccc12 | -45 | -2
O=C(Nc1cccc(C(F)(F)F)c1)c1cccnc1 | 4 | 0
COC(=O)c1cc(OC)c(OC)cc1NC(=O)c1ccc(C)o1 | -10 | 5
COc1ccc(CN2C(=O)c3ccccc3C2C(=O)NCc2cccnc2)c(OC)c1 (stereo unspecified) | -3 | 10
NC(=O)Nc1ccccc1C(=O)N1CCC(O)(c2ccc(Cl)cc2)CC1 | 4 | -7
O=C(c1ccc(Cn2cc(Br)cn2)cc1)N1CCN(c2ccccc2)CC1 | 5 | 2
CCc1nnc(NC(=O)CSc2nc(C)c3c(c2C#N)CCCC3)s1 | -23 | -3
CC(=O)c1cc(C#N)c(SCCC(C)C)nc1C | -4 | -2
CCCN1C(=O)C2(C(C(=O)c3ccc(C)o3)=C(O)C(=O)N2CCCN2CCOCC2)c2ccccc21 (stereo unspecified) | 3 | -4
Cc1ccc(-c2nnn(CC(=O)N(c3cccc(O)c3)C(C(=O)NC(C)(C)C)c3cccs3)n2)o1 (stereo unspecified) | -20 | -2
COC(=O)c1sccc1NC(=O)c1csc2c1CCCC2 | -13 | 1
CCCC1Cc2nc(N3CCCCC3)c(C#N)cc2CO1 (stereo unspecified) | 1 | -4
Cc1ccc(CSc2nnc(C(F)(F)F)n2Cc2ccc(F)cc2)cc1 | -30 | 0
O=C(/C=C/c1ccccc1Cl)NCCc1ccccc1 | -28 | 0
O=C(Cn1c(C(=O)NCC2CCCO2)cc2sccc21)c1ccccc1 (stereo unspecified) | 0 | 3
CCc1c(C(=O)NNC(=S)NCC(C)C)csc1C | 2 | 3
COc1ccc(-c2cc(C(F)(F)F)nc(SCC(=O)Nc3sc4c(c3C#N)CCC4)n2)cc1 | -4 | 24
CCc1ccc(C(=O)Nc2nnn(CC)n2)cc1 | 3 | -3

By substructure: the entries above with a cyano group (5)
compound | HTRA1 inh | NR1D1 modulator
CN(C)CCNc1oc(COc2ccc(-c3ccccc3)cc2)nc1C#N | 1 | -7
CCc1nnc(NC(=O)CSc2nc(C)c3c(c2C#N)CCCC3)s1 | -23 | -3
CC(=O)c1cc(C#N)c(SCCC(C)C)nc1C | -4 | -2
CCCC1Cc2nc(N3CCCCC3)c(C#N)cc2CO1 (stereo unspecified) | 1 | -4
COc1ccc(-c2cc(C(F)(F)F)nc(SCC(=O)Nc3sc4c(c3C#N)CCC4)n2)cc1 | -4 | 24

(next part)
compound | HTRA1 inh | NR1D1 modulator
O=C(Nc1ccc(C(=O)N2CCCC2)cc1)c1ccccc1F | -3 | -4
CO/N=C/C(C#N)c1ncc(C(F)(F)F)cc1Cl (stereo unspecified) | 2 | 5
Cc1c(N=Cc2ccc(Cl)o2)c(=O)n(-c2ccccc2)n1C | 1 | -7
O=S(=O)(N1CCOCC1)N1CCN(c2ccccc2F)CC1 | -3 | 1
CCN(CC)C(=O)c1cnn(-c2ccccc2)c1NC(=O)c1ccccc1F | 7 | -3
COc1cccc2c1C(=O)c1c(O)c3c(c(O)c1C2=O)C[C@@](O)(C(=O)CO)C[C@@H]3O[C@H]1C[C@H](N)[C@@H](O)[C@H](C)O1 | 69* | -12
CC(C)c1nnc(NC(=O)CCC(=O)N2CCN(C3CCCCC3)CC2)s1 | 3 | 4
Cc1cc(C)n2nc(CC(=O)NC3CCCC(C)C3C)nc2n1 (stereo unspecified) | 1 | 0
C=CCn1c(=O)n2ncnc2c2c3c(sc21)CCCC3 | 5 | -1
N#Cc1nc(-c2ccccc2)oc1N1CCCCC1 | -1 | 4
CCOc1c(OC(C)=O)ccc(/C=C/c2ccc3cccc(OC(C)=O)c3n2)c1[N+](=O)[O-] | 37* | 4
CC1CN(c2cc3nccnc3cc2F)CC(C)O1 (stereo unspecified) | 4 | -4
CCOC(=O)c1ccc(-n2c(N)c(C(=O)NCc3ccco3)sc2=S)cc1 | -8 | -6
CSc1nc2ccc(S(=O)(=O)N3CCc4ccccc43)cc2s1 | -5 | 8
Cc1cc(C)c(C2C(C#N)=C(N)Oc3n[nH]c(C)c32)cc1CN1CCOCC1 (stereo unspecified) | 2 | -5
CCCCC(O)(CCN1CCOCC1)c1ccc(Cl)cc1 (stereo unspecified) | -3 | 3
O=C(CSc1nnc(-c2ccncc2)n1Cc1ccco1)OC1CCCCC1 | -1 | 1
NC(=O)c1c(NC(=O)CSc2nc3c(c(C(F)(F)F)n2)CCc2ccccc2-3)sc2c1CCCC2 | 3 | 13
CCOC(=O)Cc1c(C)nc2c(-c3ccccc3)c(-c3ccccc3)[nH]n2c1=O | -1 | -1
CCOC(=O)CN(c1cccc(C(C)=O)c1)S(C)(=O)=O | -3 | 1
CN(C)c1nc2ccccc2c(N)c1-c1ccccc1 | -6 | -3
COc1ccc(-c2cc(C(F)(F)F)n3nc(N)nc3n2)cc1 | 9 | -7
CCOC(=O)c1ccc(NC(=O)N2CCN(Cc3cccc(F)c3)CC2)cc1 | -14 | 3
NNc1nc(-c2ccccc2)cc(-c2ccccc2O)n1 | -3 | 3
Cc1cnn(C(=O)c2oc3ccccc3c2C)c1 | 1 | 1
Cc1ccc(/C=C/C(=O)c2c(C)cc(C)[nH]c2=O)cc1 | 0 | -6
C=CCC[C@H](Cc1ccc(F)cc1)C(=O)OC[C@@H](C)NC(=O)[C@@H](CC=C)CC(=O)N[C@@H](CO)Cc1ccccc1 | -9 | -9
COc1cccc(NC(=S)N(CCCN2CCCC2)Cc2cccn2Cc2ccc(Cl)cc2)c1 | -6 | -1
CN(C(=S)NC(=O)c1ccccc1Br)C1CCCCC1 | -2 | -4
O=C(CN1C(=O)CC(c2ccco2)Sc2ccccc21)NCc1ccc2c(c1)OCO2 (stereo unspecified) | 3 | 3
Cc1ccc(NC(=O)CSC2=C(C#N)C(c3ccc4c(c3)OCO4)CC(=O)N2)cc1C (stereo unspecified) | -10 | -2
COc1ccc(S(=O)(=O)NC2CCCCC2)cc1C | -2 | 0
C=CCn1c(SCC(=O)Nc2ccccc2CC)nnc1-c1ccncc1 | -4 | -4
CCOc1ccc(NC(=O)CSc2nnc(CCNC(=O)c3ccc(OC)cc3)n2C)cc1 | 0 | 1
CC(=O)c1cc(-c2ccccc2)n(CC(=O)N2CCC(C)CC2)c1C | -1 | 5
COc1ccc(Cl)cc1-n1c(N)c(C(N)=O)sc1=S | 4 | 0
COc1ccc(NC(=O)c2ccc(C(=O)c3cc(OC)ccc3OC)cc2)cc1 | 2 | 46*
O=C(/C=C\NCC(=O)c1ccccc1)c1ccc(F)cc1 | 0 | 8
CCOC(=O)CC(=O)Nc1c(C)cc(C)cc1C | 1 | 2
c1ccc(-c2nc(NCc3cccnc3)c3ccccc3n2)cc1 | -28 | -3
CCN(CC)CCOC(=O)C1(c2ccc(OC)c(OC)c2)CCCC1 | 4 | 0
CNC(=S)NN(c1ccccc1)c1ccccc1 | -8 | -5
COc1cc2cc(CN(CCCO)S(=O)(=O)c3ccccc3Cl)c(=O)[nH]c2cc1OC | -1 | 1
C/C=C/Cn1c(Br)nc2c1c(=O)[nH]c(=O)n2C | 7 | 1
Cc1cnc(NC(=O)CSc2nnc(Cc3ccccc3)o2)s1 | -3 | 1
COc1cccc(C(=O)/C=C/Nc2cccc(O)c2)c1 | -13 | -3
COc1cc(NC(=O)c2cc(C)on2)cc(OC)c1OC | 1 | 0
CC(C)N(Cc1nc(-c2ccccc2)no1)C(=O)c1ccc2c(c1)OCO2 | 0 | 2
c1ccc(-c2cccc(-c3ccccn3)n2)nc1 | -3 | 1
Cc1ccc(C(=O)Nc2ccc(S(=O)(=O)N3CCN(C)CC3)cc2)o1 | -4 | -2
Cc1cc(C)n(C(=O)c2ccc(S(=O)(=O)N3CCOCC3)cc2)n1 | 4 | 0
Cc1noc(C)c1C(=O)Nc1ccc(Cl)cc1C(F)(F)F | -3 | -3
Cc1ccccc1Nc1nnc(SCc2cc([N+](=O)[O-])cc3c2OCOC3)s1 | -24 | 0
C=CCNC(=O)CCCOc1cc(C)ccc1C | -1 | 2
CN1CCN(Cc2ccc(-c3ccc(Cl)cc3)o2)CC1 | 1 | 0
O=C(CCS(=O)(=O)c1ccc(Br)cc1)NC1CCCC1 | 3 | 2
Cc1ccc(S(=O)(=O)C2(C(=O)N3CCCC(C)C3)CC2)cc1 (stereo unspecified) | 0 | 2
Cc1ccc(-c2[nH]nc3c2C(c2ccc(OC(=O)N4CCOCC4)cc2)C(C#N)=C(N)O3)cc1 (stereo unspecified) | -3 | 8
CCCSc1nc(-c2ccccc2)cc(C(F)(F)F)c1C#N | -4 | 11
c1ccc2c(c1)Cn1nnnc1-2 | -2 | 2

Further compounds follow:
compound | HTRA1 inh | NR1D1 modulator
Cc1cc(C(=O)NC(C)C2CCCO2)cs1 (stereo unspecified) | -5 | -1
COc1ccccc1NC(=O)c1sc2nc(Cc3ccccc3)cc(C(F)(F)F)c2c1N | 4 | 45*
O=C(O)c1ccc(COc2ccc(/C=N/NC(=O)c3cccs3)cc2)cc1 | -3 | -5
O=C(NCc1ccc2c(c1)OCO2)c1cccc(S(=O)(=O)N2CCCCC2)c1 | 2 | -1
O=C(Nc1ccccc1C(=O)NCCCn1ccnc1)c1ccccc1 | 5 | -1
O=C(C1CCCO1)N1CCN(S(=O)(=O)c2ccccc2)CC1 (stereo unspecified) | 3 | -1
O=C(NCc1ccccn1)c1cc2cc(Br)ccc2oc1=O | 7 | 2
CC1CN(Cc2ccccc2)c2nc3c(c(=O)n(C)c(=O)n3C)n2C1 (stereo unspecified) | -2 | 6
CCCCn1c(CN2CCN(C(=O)OCC)CC2)nc2c1c(=O)[nH]c(=O)n2C | -1 | 5
Cc1cc(NS(=O)(=O)c2ccc(NC(=O)CCN3C(=O)c4ccccc4C3=O)cc2)no1 | -4 | -1
COC(=O)c1ccccc1NC(=S)NC(NC(=O)c1ccco1)C(Cl)(Cl)Cl (stereo unspecified) | -22 | 8
COC(=O)C1CCN(C(=O)C(C)Oc2ccc(Cl)cc2Cl)CC1 (stereo unspecified) | 6 | -2
CN1C(=S)SC(C)(NO)C1(C)C (stereo unspecified) | 7 | -1

Compound activity deposited in PubChem BioAssay by several laboratories.
